ABHD5 PLIN5 PPI – ABHD5-PLIN5 interaction inhibitors, primary screen, cell lysate, split luciferase complementation, luminescence. Split G. princeps luciferase complementation, 4 h. inhibition, % at 4 µM. 0.78% of 360,000 active. AID 602281, 2012;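 active = inhibition above the mean inhibition across every tested compound plus 3 SD, cut at about 22% in these data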;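 note: 0% = DMSO only wells and the 100% control is not disclosed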
NR5A2 inv ag – LRH-1 (NR5A2) inverse agonists, primary screen, cell-based, luminescence, HEK293T, StAR-luciferase reporter. inhibition, % at 3.6 µM. AID 602396, 2012. 0.13% of 360,000 active. LRH-1 transfected, 24 h. Nuclear receptor subfamily 5 group A member 2 (Homo sapiens), O00482;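 active = inhibition above the mean inhibition of all tested compounds plus 3 SD, cut at about 73% in these data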;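 note: 0% = DMSO wells and 100% = reporter-only cells lacking LRH-1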
NOD2 RIPK2 PPI – NOD2-RIPK2 binding disruptors in cells, primary screen, fluorescence, CHO cells, BLA complementation | Receptor-interacting serine/threonine-protein kinase 2 (Homo sapiens), O43353 | inhibition, % at 4.98 µM | 0.38% of 360,000 active | CCF4 ratio | AID 624267, 2012; in the data active = inhibition above about 21%;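 note: 0% = vehicle only and 100% = reference blocker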
NR2F2 inh – NR2F2 transcriptional activity inhibitors, primary screen, cell-based, luciferase reporter, HEK293T, luminescence. COUP transcription factor 2 (Homo sapiens), P24468. HEK293T NGFI-A luciferase reporter. inhibition, % at 8.6 µM. 0.7% of 370,000 active;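 active = inhibition above a per-plate cutoff, mean inhibition of test wells between control levels plus 3 SD, cut at about 38% in these data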;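 note: cells cotransfected with COUP-TFII expression vector driving the NGFI-A reporter; 0% = median of COUP-TF2 test wells and 100% = reporter-only cells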
NCOA3 inh – SRC3 coactivator transcriptional activity inhibitors, primary screen, cell-based, luminescence; Nuclear receptor coactivator 3 (Homo sapiens), Q9Y6Q9; HEK293 GAL4-SRC3 luciferase reporter; inhibition, % at 3.6 µM; 0.17% of 360,000 active; AID 588352, 2011;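 active = inhibition above a per-campaign cutoff, the mean of all compounds plus 3 SD, cut at about 60% in these data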;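 note: 0% = DMSO-treated cells and 100% = gossypol-treated cells at 36 µM; higher means less SRC3-driven luciferase light from the GAL4 reporter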
Target sequence (Q9Y6Q9 whole entry, looked up, the tested form may be a part): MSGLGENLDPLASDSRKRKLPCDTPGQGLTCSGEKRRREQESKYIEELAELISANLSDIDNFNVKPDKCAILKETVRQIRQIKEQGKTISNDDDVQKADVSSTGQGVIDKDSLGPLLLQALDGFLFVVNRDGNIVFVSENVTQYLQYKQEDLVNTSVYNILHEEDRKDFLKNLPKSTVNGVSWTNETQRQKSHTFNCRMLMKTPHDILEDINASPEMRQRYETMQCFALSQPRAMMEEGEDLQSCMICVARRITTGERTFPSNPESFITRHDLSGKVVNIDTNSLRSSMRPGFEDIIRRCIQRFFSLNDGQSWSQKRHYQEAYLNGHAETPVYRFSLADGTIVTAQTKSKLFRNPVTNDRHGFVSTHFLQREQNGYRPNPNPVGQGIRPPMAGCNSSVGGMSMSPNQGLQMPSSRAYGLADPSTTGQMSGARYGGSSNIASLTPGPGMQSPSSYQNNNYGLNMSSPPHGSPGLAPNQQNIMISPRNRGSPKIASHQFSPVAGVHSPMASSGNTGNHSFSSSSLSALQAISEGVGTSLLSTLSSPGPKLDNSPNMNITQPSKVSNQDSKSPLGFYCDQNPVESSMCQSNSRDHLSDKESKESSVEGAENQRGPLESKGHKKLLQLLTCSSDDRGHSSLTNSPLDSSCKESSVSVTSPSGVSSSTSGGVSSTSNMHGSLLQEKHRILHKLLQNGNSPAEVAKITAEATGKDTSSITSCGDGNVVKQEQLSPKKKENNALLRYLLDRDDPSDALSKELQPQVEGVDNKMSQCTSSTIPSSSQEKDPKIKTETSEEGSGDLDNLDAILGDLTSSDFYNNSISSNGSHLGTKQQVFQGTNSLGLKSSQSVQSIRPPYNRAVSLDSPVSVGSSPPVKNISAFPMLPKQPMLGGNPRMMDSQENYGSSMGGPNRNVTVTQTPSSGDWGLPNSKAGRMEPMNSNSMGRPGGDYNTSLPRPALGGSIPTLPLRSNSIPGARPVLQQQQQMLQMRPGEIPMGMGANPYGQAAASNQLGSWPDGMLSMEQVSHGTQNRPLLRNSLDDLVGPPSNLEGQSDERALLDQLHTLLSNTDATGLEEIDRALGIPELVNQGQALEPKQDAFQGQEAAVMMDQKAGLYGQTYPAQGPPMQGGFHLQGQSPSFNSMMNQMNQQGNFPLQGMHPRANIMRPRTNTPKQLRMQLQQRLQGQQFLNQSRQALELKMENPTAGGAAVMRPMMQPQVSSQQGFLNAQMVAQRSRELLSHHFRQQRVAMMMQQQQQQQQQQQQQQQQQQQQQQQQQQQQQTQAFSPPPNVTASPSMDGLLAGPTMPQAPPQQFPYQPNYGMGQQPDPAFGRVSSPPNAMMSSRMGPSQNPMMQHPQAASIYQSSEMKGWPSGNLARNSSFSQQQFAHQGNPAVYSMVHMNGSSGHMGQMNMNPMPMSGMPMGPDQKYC
Exocytosis inh – LAMP-1 surface exposure blockers, TALL-104 cells – cell-based, flow cytometry, MLPCN library, primary screen. TALL-104 LAMP-1 surface exposure; cells stimulated with thapsigargin and PMA. inhibition, % at 10 µM. 0.66% of 360,000 active;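 active = inhibition above about 55%, limit read from the data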
TROY NFkB inh – inhibitors of TROY-driven NF-kB signaling, primary screen, Q293 LMP1-TROYcd cells, NF-kB luciferase, uHTS | 0.98% of 360,000 active | inhibition, % at 10 µM | Q293 LMP1-TROYcd NF-kB luciferase reporter, 4 h;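 active = compounds whose plate-normalised and pattern-corrected inhibition of the luciferase reporter signal at the single screening dose is 50% or more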
TWEAK Fn14 block – inhibitors of TWEAK-Fn14 signaling, primary screen, luciferase reporter cells, uHTS. TWEAK-stimulated Fn14 reporter cells, luciferase luminescence, 8 h. inhibition, % at 10 µM. 2% of 360,000 active; in the data active = inhibition above about 50%
NCOA2 inhibitor – inhibition of GAL4-SRC2 driven luciferase reporter, primary screen, SRC2 inhibitor project, cell-based, luminescence | Nuclear receptor coactivator 2 (Homo sapiens), Q15596 | HEK293 GAL4-SRC2 luciferase reporter | inhibition, % at 9 µM | 0.17% of 370,000 active | AID 651957, 2012;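 active = inhibition above the mean inhibition of all tested compounds plus 3 SD, set per campaign, cut at about 52% in these data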;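 note: 0% = DMSO treated cells and 100% = cells given Gossypol at 36 µM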
TLR9-MyD88 inh – inhibitors of TLR9-MyD88 association in cells, primary screen, cell-based, CHO, BLA complementation, fluorescence | CCF4 FRET ratio | inhibition, % at 4.98 µM | 0.21% of 340,000 active;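 active = inhibition above the mean over all tested compounds plus 3 SD, cut at about 21% in these data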;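 note: 0% = DMSO only wells and 100% = clavulanate BLA inhibitor control wells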
SRC1 inh – SRC1 coactivator transcriptional activity inhibitors, primary screen, cell-based, luminescence | Nuclear receptor coactivator 1 (Homo sapiens), Q15788 | HEK293 GAL4-SRC1 luciferase reporter | inhibition, % at 3.6 µM | 0.12% of 360,000 active | AID 588354, 2011;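 active = inhibition above the campaign mean plus 3 SD, with each screening campaign given its own cutoff, cut at about 60% in these data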;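 note: 0% = DMSO treated cells and 100% = gossypol at 36 µM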
An asterisk follows results filed as active; / = not tested or not shown. Some of the compounds tested; the hit share may differ from the screen's.

mol,ABHD5 PLIN5 PPI,SRC1 inh,Exocytosis inh,NCOA3 inh,TLR9-MyD88 inh,NR5A2 inv ag,TROY NFkB inh,NCOA2 inhibitor,NR2F2 inh,TWEAK Fn14 block,NOD2 RIPK2 PPI
Cc1ccc(CN(C(=O)Cn2nnc3ccccc32)C(C(=O)NCc2ccco2)c2ccc(C)o2)cc1 (stereo not given),-2,-5,0,10,-1,4,-3,1,2,20,-2
COc1cccc(N(CC(=O)NCCSc2ccc(Cl)cc2)S(C)(=O)=O)c1,3,-5,-3,4,1,5,-8,-16,-10,-3,1
Cc1ccc(S(=O)(=O)NC(=O)Nc2c(C)cccc2C)cc1,2,4,-12,7,-9,10,3,-13,-29,22,-5
CC(=O)C1=C(C)Nc2ncnn2C1c1cccc(Br)c1 (stereo not given),2,11,10,2,4,-24,4,-12,-7,-8,-8
Cc1ccc2cn[nH]c2c1NC(N)=S,3,-3,-2,3,-1,-4,5,13,1,5,4
O=C1CCN(Cc2ccccc2)CCN1CCOc1ccccc1,4,-18,-5,-6,-8,-45,46,-58,-29,48,2
Nn1c(SCC(=O)N2CCCc3ccccc32)nnc1-c1ccccc1,0,0,0,10,0,-20,-13,0,6,-6,-9
O=C(N/C(=C\c1cccs1)C(=O)N1CCOCC1)c1cccs1,-1,0,-3,5,9,-3,-6,0,-15,13,-8

4 entries from above, with each value named.
> COc1cccc(N(CC(=O)NCCSc2ccc(Cl)cc2)S(C)(=O)=O)c1
  ABHD5 PLIN5 PPI: 3	SRC1 inh: -5	Exocytosis inh: -3	NCOA3 inh: 4	TLR9-MyD88 inh: 1	NR5A2 inv ag: 5	TROY NFkB inh: -8	NCOA2 inhibitor: -16	NR2F2 inh: -10	TWEAK Fn14 block: -3	NOD2 RIPK2 PPI: 1
> Cc1ccc(S(=O)(=O)NC(=O)Nc2c(C)cccc2C)cc1
  ABHD5 PLIN5 PPI: 2	SRC1 inh: 4	Exocytosis inh: -12	NCOA3 inh: 7	TLR9-MyD88 inh: -9	NR5A2 inv ag: 10	TROY NFkB inh: 3	NCOA2 inhibitor: -13	NR2F2 inh: -29	TWEAK Fn14 block: 22	NOD2 RIPK2 PPI: -5
> CC(=O)C1=C(C)Nc2ncnn2C1c1cccc(Br)c1 (stereo not given)
  ABHD5 PLIN5 PPI: 2	SRC1 inh: 11	Exocytosis inh: 10	NCOA3 inh: 2	TLR9-MyD88 inh: 4	NR5A2 inv ag: -24	TROY NFkB inh: 4	NCOA2 inhibitor: -12	NR2F2 inh: -7	TWEAK Fn14 block: -8	NOD2 RIPK2 PPI: -8
> Cc1ccc2cn[nH]c2c1NC(N)=S
  ABHD5 PLIN5 PPI: 3	SRC1 inh: -3	Exocytosis inh: -2	NCOA3 inh: 3	TLR9-MyD88 inh: -1	NR5A2 inv ag: -4	TROY NFkB inh: 5	NCOA2 inhibitor: 13	NR2F2 inh: 1	TWEAK Fn14 block: 5	NOD2 RIPK2 PPI: 4

Going on with the list.
mol,ABHD5 PLIN5 PPI,SRC1 inh,Exocytosis inh,NCOA3 inh,TLR9-MyD88 inh,NR5A2 inv ag,TROY NFkB inh,NCOA2 inhibitor,NR2F2 inh,TWEAK Fn14 block,NOD2 RIPK2 PPI
CC(=O)C1=C(C)NC(SCc2ccc(C#N)cc2)=C(C#N)C1c1ccco1 (stereo not given),9,8,3,8,3,-15,10,-13,4,-10,-4
Cc1noc(C)c1C(=O)N1CCCC(N2CCN(c3cccc(C(F)(F)F)c3)CC2)C1 (stereo not given),-4,7,-1,16,-6,-1,-12,-2,18,5,6
Cc1ccc(/C=C2\Oc3c(ccc(O)c3CN3CCN(CCO)CC3)C2=O)cc1,23*,9,-3,12,22*,11,-1,16,-9,-13,28*
N#Cc1cccc(NC(=O)COC(=O)CCc2nc3ccccc3c(=O)[nH]2)c1,-2,6,-2,7,21*,8,-1,-15,8,-4,-6
O=C1c2ccc(Oc3ccc4c(c3)C(=O)N(CCCCO)C4=O)cc2C(=O)N1CCCCO,2,9,-1,-1,-7,-3,19,-3,-12,-7,-6
Cc1cc(C)n2[nH]c(=O)c(N=Nc3cccc(Cl)c3)c2n1,4,-14,-2,6,5,-8,0,10,4,12,5
COCCN(C(=O)CSc1ncn[nH]1)c1c(N)n(Cc2ccccc2)c(=O)[nH]c1=O,2,-14,10,-7,-4,10,-16,5,-9,6,-4
COc1ccc(C(=O)Nc2ccccc2C(=O)N2CCN(c3ccccc3)CC2)cc1,-2,-36,4,-15,-2,-23,2,0,17,-15,-2
COc1ccc(-c2cc(C(=O)N3CCOCC3)c3cc(C)ccc3n2)cc1,5,-17,-1,-5,11,-6,7,-34,-21,-2,3
CN(C)c1ccc(/C=N\NC(=S)SCN2C(=O)C3CCC(C)(C2=O)C3(C)C)cc1 (stereo not given),-4,-20,-5,-25,3,-22,-34,12,-28,16,-3
CNC(=O)/C(C#N)=C1\SC(Cc2ccc(F)cc2)C(=O)N1c1ccccc1C (stereo not given),10,-19,17,-10,2,-10,-19,-15,-18,9,-11
CCOC(=O)[C@]12CCCC=C1N(Cc1ccc(Cl)cc1Cl)C(=O)[C@H](CC(=O)NCc1ccccc1)C2,-5,/,28,/,/,1,1,-1,5,10,-7
CNc1cc(F)nc(F)n1,0,10,-14,11,-2,-18,16,18,12,-18,1
O=C(CSc1ccccn1)Nc1ccc2c(c1)CCC2,0,-72,-9,-60,-6,-91,-35,-63,-14,-31,3
Cc1c(Cl)cccc1Nc1n[nH]c(=S)s1,-9,3,8,12,-6,-19,4,4,-4,3,12
CC(N=C1NS(=O)(=O)c2ccccc21)C(=O)NCc1ccc(F)cc1 (stereo not given),2,-3,-16,-28,4,-5,-2,-35,-9,23,1
O=C(NC(CC(=O)N1CCN(c2ccccc2O)CC1)c1ccccc1)c1ccccc1Cl (stereo not given),-4,-6,-4,5,6,-1,9,-5,19,-1,-6
CC(C)C[C@H]1CN([C@@H](Cc2ccccc2)CN2CCC[C@@H]2CN2C(=O)C(=O)NC[C@@H]2Cc2ccc(O)cc2)C(=O)C(=O)N1CC1CCCCCC1,7,6,-2,7,/,-6,0,-9,2,17,-3
O=C(COc1ccc([N+](=O)[O-])cc1)NNC(=O)c1cccnc1,7,-1,-4,4,0,10,3,-13,-3,17,-4
Cc1cccc(C)c1NC(=O)CN(C)C(=O)Cc1cccc(C(F)(F)F)c1,-2,9,-8,6,-12,2,28,-12,1,55*,6
COc1ccc(C2N(S(=O)(=O)c3ccc(C)cc3)CCN2S(=O)(=O)c2ccc(C)cc2)cc1,-13,-3,-2,22,-6,10,8,-32,8,-9,-6
Cc1cc(=O)n2c(C)n[nH]c2n1,3,-9,-1,7,-13,12,0,-18,-5,4,-15
CCc1nnc(NC(=O)c2n[nH]c(=O)c3ccccc23)s1,-2,-11,-3,10,3,-4,4,8,1,3,-16
Cc1ccc(NC(=S)Nc2cc(C(=O)O)ccc2N2CC3CC(C2)c2cccc(=O)n2C3)cc1C (stereo not given),0,-12,14,-7,-3,-28,-10,-34,-5,2,-7
O=C(CCc1c[nH]c2ccccc12)N/N=C/c1ccc2c(c1)OCO2,12,17,-5,15,-7,7,-47,-11,-8,-30,-2
C=CCN(C(=O)c1csnn1)C(C(=O)NCc1ccc(F)cc1)c1cccs1 (stereo not given),-11,-16,4,-7,-10,-11,6,15,12,7,-7
CN1C(=O)c2ccccc2N(C)C1c1ccc2c(c1)OCO2 (stereo not given),-2,-4,-2,14,4,3,4,2,2,17,-13
CC(=O)NS(=O)(=O)c1ccc(N/C(N)=N/c2nc(C)cc(C)n2)cc1,3,2,5,6,1,-4,3,1,1,-1,2
Cc1c(C(=O)NCCN(C)C)n(C)c(=O)c2ccccc12,2,6,-10,3,/,-2,9,-23,-5,6,15
CCCCNC(=O)C1CCN(c2nc(C)cc(C)n2)CC1,3,18,1,18,9,13,16,8,0,9,-5
O=C(NC1CCCCC1)N(Cc1cc2cc3c(cc2[nH]c1=O)OCCO3)C1CCCCC1,-2,1,0,9,4,-7,1,-7,11,11,-12
Cc1ccc(S(=O)(=O)N(C)c2ccc(OCC(=O)OCc3nnc(-c4ccccc4)o3)cc2)cc1,2,2,-2,8,3,-8,-20,-14,2,-12,-13
CCOc1ccccc1CNC(=O)C1CCCN(c2ncnc3c2nc2n3CCCCC2)C1 (stereo not given),7,-6,-6,-22,-23,2,9,/,/,-13,6
O=C(/C=C/c1cccs1)NCc1cccnc1,-6,-5,3,-8,-7,-2,-17,6,-25,10,-2
CC1=C(C(=O)OC(C)(C)C)C(c2ccc3ccccc3c2)NC(=O)N1C (stereo not given),-6,-5,6,16,6,9,-6,-10,13,3,4
COc1ccc(C(=O)Nc2c(N)nc(SCC(=O)Nc3ccc(NC(C)=O)cc3)[nH]c2=O)cc1,2,-4,7,15,-1,28,8,14,7,-3,-2
COc1ccc(CCn2nc(C)c([N+](=O)[O-])c2C)cc1,1,-127,8,-60,-12,-87,-21,-48,-28,-18,5
CCc1nc2nc(C)c(NS(=O)(=O)c3ccc4c(c3)CCCC4)c(=O)n2[nH]1,-2,-6,-9,-33,3,-9,-4,-34,-8,13,-18
COc1cc(C(=O)NCC(=O)N/N=C/c2cccc(OC(=O)c3ccco3)c2)cc(OC)c1OC,4,-23,6,10,-2,16,18,-13,3,0,-4
CCOCCCNC(=O)C(NC(=O)c1ccccc1O)c1ccc(Cl)cc1 (stereo not given),-5,-14,1,16,-5,1,-3,/,/,-4,-11
N#Cc1c(-c2ccccc2)nc2n(c1=O)CCS2,-2,-5,0,-4,-4,8,11,-7,-16,2,-2

Grouped by structure, the entries above containing a thiophene ring, fused or not (3)
mol,ABHD5 PLIN5 PPI,SRC1 inh,Exocytosis inh,NCOA3 inh,TLR9-MyD88 inh,NR5A2 inv ag,TROY NFkB inh,NCOA2 inhibitor,NR2F2 inh,TWEAK Fn14 block,NOD2 RIPK2 PPI
O=C(N/C(=C\c1cccs1)C(=O)N1CCOCC1)c1cccs1,-1,0,-3,5,9,-3,-6,0,-15,13,-8
C=CCN(C(=O)c1csnn1)C(C(=O)NCc1ccc(F)cc1)c1cccs1 (stereo not given),-11,-16,4,-7,-10,-11,6,15,12,7,-7
O=C(/C=C/c1cccs1)NCc1cccnc1,-6,-5,3,-8,-7,-2,-17,6,-25,10,-2

Source: PubChem (several laboratories)
